High-throughput results: PubChem, The Scripps Research Institute Molecular Screening Center
phage Ecoli inh: E. coli growth loss with phage present; inhibition, % at 11.9 µM; growth absorbance; 360,000 tested, 0.26% active; in the data active means inhibition above about 11%
Starred values were filed as active, the others as inactive. An excerpt (hit frequency here may not be typical).

CCC(C)N(Cc1ccc(OC)cc1OC)S(=O)(=O)c1cc(Br)ccc1Br (centres undefined) was read as phage Ecoli inh 1.2.
`COc1ccc(Cc2c(-c3ccc(C#N)cc3)nc3c(Cl)cc(C(F)(F)F)cn23)c(C)c1` gave phage Ecoli inh -0.5.
Screening CCOc1ccc(CCN2C(=S)N([C@@H](Cc3ccc(O)cc3)CN3CCC[C@@H]3CN3C(=S)NC[C@@H]3Cc3ccccc3)C[C@@H]2Cc2ccc(O)cc2)cc1 returned phage Ecoli inh 8.6.
`O=C(Nc1ccccc1)c1cc(C2CCCN(C(=O)c3ccccc3)C2)on1` (centres undefined) gave phage Ecoli inh 1.7.
`Cc1ccc(S(=O)(=O)N2CCC(=O)N([C@H](COC(=O)Nc3ccccc3)Cc3ccccc3)CC2)cc1` gave phage Ecoli inh -0.9.
For COc1cc(NC(=O)[C@@H]2O[C@H](CO)[C@@H](O)[C@H]2O)cc(OC)c1OC the results were phage Ecoli inh 2.9.
`COc1ccc(Nc2nc(C)c(C(C)=O)s2)cc1` gave phage Ecoli inh 0.0.
For Cc1cccc(-c2ccc3c(c2)[C@@H]2C[C@H]4[C@@H](CN2CC3)[C@H](C)ON4C)c1 the results were phage Ecoli inh 1.9.
`CC(=O)c1ccc(OC2(C)CCN(Cc3cc4ccccc4[nH]3)C2)cc1` (centres undefined) gave phage Ecoli inh 2.3.
`CCn1nccc1NC(=O)c1ccc2sc([C@@H]3O[C@H](CO)[C@H](O)[C@H](O)[C@H]3O)nc2c1` gave phage Ecoli inh -0.8.
Screening CC(C)NC(=O)N1Cc2cc(C(=O)NC3CCC3)nc(-c3cccc(-c4cncnc4)c3)c2[C@H]1CCO returned phage Ecoli inh 0.6.
For COc1ccc(C(C)=O)cc1Cn1c(C)c(C(=O)NCc2cccc(C(F)(F)F)c2)sc1=O the results were phage Ecoli inh 0.6.
For COc1cccc(C(NC(C)=O)c2nc(-c3cc4ccccc4o3)cs2)c1 (centres undefined) the results were phage Ecoli inh 0.4.
For COc1ccc(-c2ccc3nncn3c2)cn1 the results were phage Ecoli inh 2.4.
For CS(=O)(=O)Nc1ccc(-c2cnc3cccnn23)cc1 the results were phage Ecoli inh 0.2.
O=C(Nc1ccc(Oc2ccccc2)cc1)c1csc([C@@H]2O[C@H](CO)[C@@H](O)[C@H]2O)n1 was read as phage Ecoli inh 2.4.
For O=C(NC1CCCCC1)C(c1ccnc2ccccc12)N1CCc2ccccc2C1 (centres undefined) the results were phage Ecoli inh 2.9.
`CCOC(=O)C1CCCN(C(=O)c2ccc(N(C)C)cc2)CC1` (centres undefined) gave phage Ecoli inh 1.5.
Screening Cc1cc(C)cc(-n2c3ccc(NC(=O)Cc4cccc5ccccc45)cc3c(=O)n2C)c1 returned phage Ecoli inh 1.1.
Screening Nc1cccc(-c2cncc(N3CCN(Cc4ccccn4)CC3)n2)c1 returned phage Ecoli inh -1.6.

A draw from above in order of count of non-hydrogen atoms, descending:
Screening CCOc1ccc(CCN2C(=S)N([C@@H](Cc3ccc(O)cc3)CN3CCC[C@@H]3CN3C(=S)NC[C@@H]3Cc3ccccc3)C[C@@H]2Cc2ccc(O)cc2)cc1 returned phage Ecoli inh 8.6.
`Cc1ccc(S(=O)(=O)N2CCC(=O)N([C@H](COC(=O)Nc3ccccc3)Cc3ccccc3)CC2)cc1` gave phage Ecoli inh -0.9.
Screening Cc1cc(C)cc(-n2c3ccc(NC(=O)Cc4cccc5ccccc45)cc3c(=O)n2C)c1 returned phage Ecoli inh 1.1.
`COc1ccc(Cc2c(-c3ccc(C#N)cc3)nc3c(Cl)cc(C(F)(F)F)cn23)c(C)c1` gave phage Ecoli inh -0.5.
`CCn1nccc1NC(=O)c1ccc2sc([C@@H]3O[C@H](CO)[C@H](O)[C@H](O)[C@H]3O)nc2c1` gave phage Ecoli inh -0.8.
`O=C(Nc1ccccc1)c1cc(C2CCCN(C(=O)c3ccccc3)C2)on1` (centres undefined) gave phage Ecoli inh 1.7.
For COc1cccc(C(NC(C)=O)c2nc(-c3cc4ccccc4o3)cs2)c1 (centres undefined) the results were phage Ecoli inh 0.4.
`CC(=O)c1ccc(OC2(C)CCN(Cc3cc4ccccc4[nH]3)C2)cc1` (centres undefined) gave phage Ecoli inh 2.3.
For COc1cc(NC(=O)[C@@H]2O[C@H](CO)[C@@H](O)[C@H]2O)cc(OC)c1OC the results were phage Ecoli inh 2.9.
`CCOC(=O)C1CCCN(C(=O)c2ccc(N(C)C)cc2)CC1` (centres undefined) gave phage Ecoli inh 1.5.
For CS(=O)(=O)Nc1ccc(-c2cnc3cccnn23)cc1 the results were phage Ecoli inh 0.2.
`COc1ccc(Nc2nc(C)c(C(C)=O)s2)cc1` gave phage Ecoli inh 0.0.
For COc1ccc(-c2ccc3nncn3c2)cn1 the results were phage Ecoli inh 2.4.

Other entries follow:
COC(=O)C1=C(C)N(Cc2ccccc2C(F)(F)F)C(=NCc2ccc3c(c2)OCO3)NC1c1ccccc1C(F)(F)F (centres undefined) was read as phage Ecoli inh 0.5.
Screening c1cc(-c2cc3nc(NC4CCCCC4)ccn3n2)ccc1OCCN1CCOCC1 returned phage Ecoli inh 3.1.
For CCOc1cccc(-c2ccc3nncn3c2)c1 the results were phage Ecoli inh 1.9.
For CC(C)CC(N)c1csc(NC(=O)c2cc(C(C)(C)C)nn2Cc2ccccc2)n1 (centres undefined) the results were phage Ecoli inh 1.6.
O=C(Nc1ccccc1)c1cc(C2CCCCN2C(=O)OCc2ccccc2)on1 (centres undefined) was read as phage Ecoli inh 1.5.
Screening CCCC(=O)N1CCC1(C)C(=O)Nc1ccccc1C(C)(C)C (centres undefined) returned phage Ecoli inh 1.0.
CCOC(=O)[C@]12CCCC=C1N(Cc1ccc3c(c1)OCO3)C(=O)[C@H](CC(=O)N1CCCC1)C2 was read as phage Ecoli inh 2.5.
For CCCNC(=O)C1(C)CCCN(C(=O)c2cccc(Cl)c2)C1 (centres undefined) the results were phage Ecoli inh 2.6.
COc1ccc(C2=Nc3ccccc3N(C(=O)c3ccc4ncccc4c3)C2C(=O)NC(C)(C)C)cc1 (centres undefined) was read as phage Ecoli inh 2.4.
For COc1ccc(CNC(=O)c2[nH]c(C(F)(F)F)nc2-c2ccccc2)cc1OC the results were phage Ecoli inh 2.0.
CC(C)CCN(C)[C@H]1C[C@H]2c3[nH]c4ccccc4c3CCN2C[C@H]1[C@H](C)O was read as phage Ecoli inh 3.3.
`CC(=O)Nc1ccc(-c2ccnc3c2CC(C)(C(=O)NCC2CCOCC2)O3)cc1` (centres undefined) gave phage Ecoli inh 3.5.
COc1cccc(Nc2nc(C(N)Cc3ccc(Cl)cc3)cs2)n1 (centres undefined) was read as phage Ecoli inh -0.5.
CCc1nc2c(OCc3ccc(Cl)cc3)cccn2c1N(C)C(=O)c1ccncc1 was read as phage Ecoli inh 1.9.
`Cc1cn([C@H]2C[C@H](O)[C@@H](/C=C/C(=O)NCC(c3ccccc3)c3ccccc3)O2)c(=O)[nH]c1=O` gave phage Ecoli inh 2.9.
Screening CO[C@H]1CN(C)C(=O)c2cc(NS(=O)(=O)c3ccccc3)ccc2OC[C@@H](C)N(Cc2ccccn2)C[C@@H]1C returned phage Ecoli inh 3.0.
CC1(C(=O)NS(=O)(=O)c2cccc(Cl)c2)CCN1C(=O)Cc1cc(F)ccc1F (centres undefined) was read as phage Ecoli inh 2.4.
Screening CC(C)c1ccc(CC(=O)N2CCC2(C)C(=O)NS(=O)(=O)c2ccc(C(C)(C)C)cc2)cc1 (centres undefined) returned phage Ecoli inh 1.4.
`Clc1cccc(Cc2c(-c3cccc(Cl)c3)nc3ccc(Cl)cn23)c1` gave phage Ecoli inh 0.1.
For COc1cccc(Cn2cnc(-c3ccccc3OC)c2-c2cc(C)cc(C)c2)c1 the results were phage Ecoli inh 0.7.
`OC[C@@H]1CN(Cc2ccc3c(c2)OCO3)C[C@H](n2cnc3c(N4CCOCC4)ncnc32)O1` gave phage Ecoli inh -0.3.
COc1ccc2nc(-c3ccc(CN4CCC(c5nc6ccccc6[nH]5)CC4)cc3)c(-c3ccccc3)nc2c1 was read as phage Ecoli inh 2.9.
Screening CC(O)(c1ccccc1)c1nc(-c2cc3ccccc3o2)cs1 (centres undefined) returned phage Ecoli inh 1.1.
Screening CCNC(=O)c1cc2c(c(-c3cccc(-c4cncnc4)c3)n1)[C@H](CCO)N(C(C)=O)C2 returned phage Ecoli inh 3.7.
For CC(=O)Nc1cnc(-c2cccc(C(=O)N3CCOCC3)c2)cn1 the results were phage Ecoli inh 1.2.
CC(=O)NC(c1ccccc1)c1nc(-c2cccc(F)c2)cs1 (centres undefined) was read as phage Ecoli inh 3.0.
Fc1ccc(-c2ccc3c(n2)CCCN3Cc2ccccc2C(F)(F)F)cc1 was read as phage Ecoli inh 3.5.
Screening COc1ccc(S(=O)(=O)N2CCCc3nc(-c4ccc(Br)cc4)ccc32)cc1 returned phage Ecoli inh 2.9.
COC(=O)[C@]12C[C@H](CC(=O)N3CCC(c4ccccc4)CC3)C(=O)N(Cc3ccccc3)C1=C[C@H](C(C)(C)C)O[C@@H]2C was read as phage Ecoli inh 4.6.
N#Cc1ccc(S(=O)(=O)N2CCCc3nc(-c4ccc(Br)cc4)ccc32)cc1 was read as phage Ecoli inh 4.4.
`O=c1ccn(C2CC(O)C(COC(c3ccccc3)(c3ccccc3)c3ccccc3)O2)c(=O)[nH]1` (centres undefined) gave phage Ecoli inh 1.8.
Screening COc1ccc2c(CN3CCOCC3)cc(=O)oc2c1 returned phage Ecoli inh 0.3.
For Nc1nc(N)c(N=O)c(Nc2ccc(Cl)c(Cl)c2)n1 the results were phage Ecoli inh 1.4.
`CC(O)(c1cccc(F)c1)c1nc(-c2cc3ccccc3o2)cs1` (centres undefined) gave phage Ecoli inh 3.2.
For C#CCNC(=O)C[C@@H]1C[C@@]2(C(=O)OCC)CCCC=C2N(Cc2ccc(Cl)cc2Cl)C1=O the results were phage Ecoli inh 0.9.
For COC(=O)[C@@]1(Cc2ccc(F)cc2)[C@H]2c3cc(C(=O)N(C)C)n(CCCNc4ncc(C(F)(F)F)cc4Cl)c3C[C@H]2CN1C(=O)c1ccccc1 the results were phage Ecoli inh 4.2.
Oc1cccc2cc(-c3ccncc3)cnc12 was read as phage Ecoli inh -0.7.
C[C@H](O)[C@@H]1CN2CCc3c([nH]c4ccccc34)[C@@H]2C[C@@H]1N(C)C(=O)Nc1cccc2ccccc12 was read as phage Ecoli inh 2.5.
For CCCCN(CCCC)Cc1cc(=O)oc2cc(OC)ccc12 the results were phage Ecoli inh 2.7.
CC(=O)Nc1cc(-c2ccc(N3CCN(C)CC3)cc2)cn2c(-c3ccc(S(C)(=O)=O)cc3)cnc12 was read as phage Ecoli inh 2.4.
COc1ccc(C(C)(NC(C)=O)c2nc(-c3cccnc3)cs2)cc1 (centres undefined) was read as phage Ecoli inh 0.9.
COc1ccc(-c2ccc(C(=O)Nc3ccc4c(c3)OCO4)c3occc23)c(C)c1 was read as phage Ecoli inh 2.5.
O=C(C(=O)N1CCN(C(=O)C2CCC2)CC1)c1cccc(C(F)(F)F)c1 was read as phage Ecoli inh 4.6.
Screening COC(=O)[C@]12C[C@H](CC(=O)NCC34CC5CC(CC(C5)C3)C4)C(=O)N(CCC3=CCCCC3)C1=C[C@H](COCc1ccccc1)O[C@@H]2C returned phage Ecoli inh 1.5.
Cc1cccc(C)c1-n1nnnc1C1c2ccccc2C(=O)N1CCc1ccccc1F (centres undefined) was read as phage Ecoli inh 0.1.
Screening COc1cccc(CNc2nc3cc(-c4ccccc4)sc3c(=O)n2C)c1 returned phage Ecoli inh 0.8.
For Cc1cccc(C)c1NC(=O)C1(C)CN(S(C)(=O)=O)CC(=O)N1CCCn1ccnc1 (centres undefined) the results were phage Ecoli inh 1.4.
Screening CCN=C1NC(c2ccc(C(F)(F)F)cc2)C(C(=O)OC)=C(C)N1Cc1ccccc1C(F)(F)F (centres undefined) returned phage Ecoli inh 4.4.
`CC(C)[C@H](N)C(=O)N[C@H](C(=O)N1CCC2CCN(Cc3ccccc3)CC21)C(C)C` (some centres undefined) gave phage Ecoli inh -3.6.
`COc1cc(CN2C[C@@H](CO)O[C@@H](n3cnc4c(N5CCCC5)ncnc43)C2)cc(OC)c1OC` gave phage Ecoli inh 4.5.
`CCCCNC(=O)c1ccc2nc(CC)c(N(CC)CCN(C)C)n2c1` gave phage Ecoli inh 2.2.
`Clc1ccc2nc(-c3cccc(Br)c3)c(Cc3ccsc3)n2c1` gave phage Ecoli inh 0.8.
Screening COc1cc2c(cc1OC)/C(=C/C(C)=O)OC2 returned phage Ecoli inh 3.2.
Screening O=C(NC1CCCC1)C(c1ccccc1)n1c(CSCCOc2ccccc2)nc2ccccc21 (centres undefined) returned phage Ecoli inh 2.3.
COc1ccc(Cc2c(-c3ccc(F)cc3)nc3ccc(Cl)cn23)c(C)c1 was read as phage Ecoli inh 1.0.
Screening COc1cccc(-c2cc3nc(NCc4cccnc4)n(C)c(=O)c3s2)c1 returned phage Ecoli inh 1.4.
Oc1ccc(C[C@@H](CN2CCC[C@@H]2CN2C(=S)NC[C@@H]2Cc2ccccc2)N2C[C@H](Cc3ccccc3)N(CCc3ccccc3)C2=S)cc1 was read as phage Ecoli inh 0.8.
`O=C(Nc1ccc2c(c1)OCCO2)C(C1CC1)N1CCN(c2ccc(C(F)(F)F)cn2)CC1` (centres undefined) gave phage Ecoli inh 4.8.
For COC(=O)Cc1nnn2c1[C@H](C)[C@H](c1ccccc1Br)OC[C@H](C)C2 the results were phage Ecoli inh 4.0.
`CCCS(=O)(=O)NC(=O)C1(C)CCCN(C(=O)c2ccc3ccccc3n2)C1` (centres undefined) gave phage Ecoli inh 3.0.
CCOC(=O)N1CCN(C(=O)C[C@@H]2C[C@@]3(C(=O)OC)CC(C)(C)CC=C3N(CCc3ccc(OC)c(OC)c3)C2=O)CC1 was read as phage Ecoli inh 3.2.
Screening CC1(C(=O)NS(=O)(=O)c2cccc(OC(F)F)c2)CCN1C(=O)Cc1ccsc1 (centres undefined) returned phage Ecoli inh 4.6.
For O=C(Nc1ccccc1)Nc1nnc([C@@H]2C[C@H](O)[C@@H](CO)O2)s1 the results were phage Ecoli inh 2.0.
Cc1cccc(C)c1N1C(=O)c2ccccc2NC(=O)C1C(=O)Nc1ccc2c(c1)OCCO2 (centres undefined) was read as phage Ecoli inh 3.8.
For CCC(=O)N1CCCC(C(=O)NS(=O)(=O)c2cc(C)c(Cl)cc2C)CC1 (centres undefined) the results were phage Ecoli inh -0.3.
